Bioassay records: PubChem, several laboratories
TMEM16A inh = blocks the mouse calcium-activated chloride channel TMEM16A | HEK293 TMEM16A/YFP iodide influx fluorescence, ionomycin | normalized B-score (activity score, 25-100; higher = stronger inhibition) at 10 µM | 1.2% of 310,000 active | AID 588511;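 active = ratio plate-corrected score three or more library SD toward inhibition, starting fluorescence score within five deviations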;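 note: score derived from kinetic fluorescence span divided by baseline fluorescence per well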
MrgX1 agonist = human MrgX1 receptor agonism, primary screen. Q96LB2. MrgX1-HEK293 cells, Fluo-4 calcium fluorescence, agonist mode; stronger effect = higher value. B-score at 10 µM. 0.44% of 310,000 active;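 active = calcium response B-score plate-corrected fluorescence ratio at least 3 library SD, with starting fluorescence B-score inside 5 SD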
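Material – MrgX1-expressing HEK293 cells · Input – 15,000 cells seeded per well · Dosing – compound as first of three additions · Times – overnight seeding, then 1 h dark dye loading · Measured by – kinetic Fluo-4 NW fluorescence of intracellular calcium · Read-out – B-scored fluorescence response ratio · Benchmarks – positive and negative control wells on each plate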
MrgX1 antagonist = blocks BAM8-22 activation of human MrgX1 receptor; Q96LB2; MRGX1-HEK293 calcium flux, Fluo-4, BAM8-22 antagonism; stronger effect = lower value; 1.3% of 310,000 active; B-score at 10 µM;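 active = calcium-response B-score plate-corrected more than 3 library SD below zero, starting fluorescence within 5 deviations, no agonist response on first addition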;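 note: peak minus trough fluorescence over baseline after final BAM8-22 challenge near maximal dose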
SKKanGAS inh = SKKanGAS growth inhibition; S. pyogenes SKKanGAS, kanamycin growth, BacTiter-Glo, 6 h; inhibition, % at 7.5 µM; 1.3% of 300,000 active; AID 1662;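 active = mean replicate score, as percent of positive control median, at least 50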;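 note: strain carries kanamycin resistance gene driven by streptokinase promoter and grows in 40 µg/ml kanamycin; loss of luminescence reflects streptokinase promoter inhibition or plain growth inhibition; 0% = median of DMSO wells and 100% = positive control at its reference dose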
TRPC6 inh = inhibitors of mouse TRPC6 channel. Q61143. HEK293-TRPC6, membrane potential dye, ACh-evoked depolarization; stronger effect = lower value. B-score at 10 µM. 1.1% of 310,000 active. AID 2553;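 active = B-score under library mean minus 3 SD, initial fluorescence not abnormally high, positive integrated signal ratio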;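 note: B-score derived from integrated fluorescence ratio over the kinetic read; more negative B-score means stronger inhibition of depolarization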
Target sequence (Q61143 whole entry, looked up): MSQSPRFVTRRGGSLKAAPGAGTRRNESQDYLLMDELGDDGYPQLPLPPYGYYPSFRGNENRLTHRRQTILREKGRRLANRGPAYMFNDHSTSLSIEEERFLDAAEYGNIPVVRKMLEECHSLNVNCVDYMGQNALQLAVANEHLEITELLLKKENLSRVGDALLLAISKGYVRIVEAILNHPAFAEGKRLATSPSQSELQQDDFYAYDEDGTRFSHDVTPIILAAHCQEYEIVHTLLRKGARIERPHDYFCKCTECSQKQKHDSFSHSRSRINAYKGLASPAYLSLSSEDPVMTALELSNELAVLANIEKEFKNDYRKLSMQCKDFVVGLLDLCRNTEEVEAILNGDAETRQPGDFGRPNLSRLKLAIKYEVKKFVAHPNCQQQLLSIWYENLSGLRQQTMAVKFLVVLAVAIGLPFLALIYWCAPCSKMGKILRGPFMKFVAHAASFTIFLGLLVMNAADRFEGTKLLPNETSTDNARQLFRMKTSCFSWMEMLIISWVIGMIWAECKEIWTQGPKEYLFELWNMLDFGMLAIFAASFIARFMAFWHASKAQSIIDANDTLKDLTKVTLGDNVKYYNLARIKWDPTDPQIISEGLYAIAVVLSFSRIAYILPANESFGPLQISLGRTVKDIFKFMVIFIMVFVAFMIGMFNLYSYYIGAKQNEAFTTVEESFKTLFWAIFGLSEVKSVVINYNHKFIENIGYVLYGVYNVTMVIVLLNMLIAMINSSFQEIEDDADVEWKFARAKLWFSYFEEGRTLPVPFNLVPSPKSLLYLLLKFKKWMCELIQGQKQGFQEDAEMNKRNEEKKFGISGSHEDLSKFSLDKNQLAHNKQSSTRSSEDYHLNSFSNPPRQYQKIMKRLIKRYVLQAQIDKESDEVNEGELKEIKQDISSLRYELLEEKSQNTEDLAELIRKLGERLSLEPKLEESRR
TMEM16A act = activators or potentiators of mouse TMEM16A chloride channel | Q8BHY3 | B-score at 10 µM | HEK293 TMEM16A/YFP-H148Q/I152L, iodide quench fluorescence; stronger effect = lower value | 0.3% of 340,000 active;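 active = fluorescence-ratio B-score plate-corrected deviation score at least 3 library SD below zero, with starting fluorescence score within 5 deviations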;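 note: channel opened by trigger with iodide after compound preincubation; score built on the fluorescence ratio of max minus min over baseline; more negative score means more quench and so TMEM16A activation or potentiation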
TRPC4 inh = blocks the mouse TRPC4 cation channel; HEK293 TRPC4beta/mu-opioid, DAMGO-evoked Fluo4 calcium flux; stronger effect = lower value; B-score at 10 µM; 0.39% of 300,000 active;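 active = B-score over 3 SD under the library average, no early fluorescence shift, positive overall ratio signal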
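test system = HEK293 cells with stable TRPC4beta plus mu-opioid receptor expression | detection = Fluo4 Ca2+ flux fluorescence | read-out = integrated fluorescence ratio relative to baseline, converted to per-well B score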
TRPC4 PAM = allosterically enhances the mouse TRPC4 cation channel; 0.42% of 310,000 active; B-score at 10 µM; AID 2227; HEK293 TRPC4beta/mu-opioid, DAMGO EC20, Fluo-4 Ca2+ flux; stronger effect = higher value;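 active = B-score of calcium response area above 5 SD of library B-scores, with initial fluorescence ratio within 5 SD of library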;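 note: B-score of integrated fluorescence ratio over time as area under calcium response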
TRPC4 agonist = activators of mouse TRPC4 channel | Q9QUQ5 | HEK293 TRPC4beta/mu-opioid, Fluo4 calcium fluorescence; stronger effect = higher value | B-score at 10 µM | AID 2237 | 0.49% of 310,000 active;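 active = B-score above 5 SD of library B-scores, and initial fluorescence ratio not above library mean plus 5 SD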;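 note: positive B-score marks a calcium rise read as TRPC4 activation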
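Test system: HEK293 cells stably co-expressing mouse TRPC4beta and mu-opioid receptor | Schedule: Fluo4 dye loading 45 min at room temperature, 110 s recording | Measured by: Kinetic Fluo4 calcium fluorescence, 5 s baseline at 1 Hz | Evaluation: B score of integrated ratio | Controls: Buffer (low) and maximal DAMGO (high)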
TRPC6 act = activates the mouse TRPC6 cation channel; Q61143; HEK293-TRPC6 membrane potential dye fluorescence; stronger effect = higher value; B-score at 10 µM; 0.13% of 310,000 active;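 active = B-score of the integrated fluorescence ratio above library mean plus 3 SD, and starting fluorescence ratio within library mean plus 5 SD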;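 note: higher score means more depolarization so channel activation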
MrgX1 PAM = allosterically activates human MrgX1 receptor signaling | MrgX1-HEK293, Fluo-4 calcium flux, FDSS; stronger effect = higher value | Q96LB2 | 0.63% of 310,000 active | B-score at 10 µM | AID 588675;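 active = plate-corrected calcium response at least 3 library SD above typical, normal starting fluorescence, not activating the receptor alone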;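 note: compound read alongside a low EC10 to EC30 dose of BAM8-22 agonist; peak minus trough fluorescence over baseline measured at the second addition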
* marks the source's active call; other numbers are inactive results; i = inactive; x = no result given.

SMILES	TMEM16A inh	MrgX1 agonist	MrgX1 antagonist	SKKanGAS inh	TRPC6 inh	TMEM16A act	TRPC4 inh	TRPC4 PAM	TRPC4 agonist	TRPC6 act	MrgX1 PAM
COc1ccc(Nc2nnc(SC(C(=O)Nc3cc(C)ccc3C)c3ccccc3)s2)cc1 (configuration not stated)	i	i	i	25	i	i	i	i	i	i	i
O=C(N/N=C/c1cc(Cl)cc([N+](=O)[O-])c1O)C1CC1	i	i	i	19	i	i	i	i	i	i	i
CC(C)CC(NC(=O)C(NC(=O)C(Cc1ccc(OCc2ccccc2)cc1)NC(=O)OC(C)(C)C)C(C)C)C(N)=O (configuration not stated)	i	i	i	1	i	i	i	i	i	i	i
Cc1cc(-n2cnc(-c3cn(C)nc3C)n2)no1	i	i	i	3	i	i	i	i	i	i	i
COc1ccc(Cn2nnnc2C(c2cc3ccc(OC)cc3[nH]c2=O)N2CCC(C)CC2)cc1 (configuration not stated)	i	i	i	8	i	i	i	i	i	i	i
Cc1cccc(CCN2C(Nc3ccccc3)=NC[C@@H]2CC(C)C)c1	i	114*	i	x	x	-6.1*	x	x	x	x	i
CC(C)CN(C(=O)CC1OC(=O)c2ccccc21)c1c(N)n(Cc2ccccc2)c(=O)[nH]c1=O (configuration not stated)	i	i	i	13	i	i	i	i	i	i	i
Fc1ccc(NC(=S)N2CCOCC2)cc1Cl	i	i	i	-1	i	i	i	i	i	i	i
O=C(COc1ccccc1Cl)Nc1ccc(C(=O)O)cc1NC(=O)COc1ccccc1Cl	i	i	i	9	i	i	i	i	i	i	i
N#Cc1ccc(CSc2nnc(NC(=O)C3CC(=O)N(c4ccc5c(c4)OCCO5)C3)s2)cc1 (configuration not stated)	i	i	i	12	i	i	i	i	i	i	i
COc1ccccc1N(C)S(=O)(=O)c1ccc(Cl)c(C(=O)NCc2cccnc2)c1	i	i	i	-1	i	i	i	i	i	i	i
CC(C)C(NC(=O)c1ccc(S(=O)(=O)N2CCOCC2)cc1)c1nc2ccccc2[nH]1 (configuration not stated)	i	i	i	-1	i	i	i	i	i	i	i
COc1ccc(NC(=O)C2CCN(S(=O)(=O)c3cccc4cccnc34)CC2)cc1OC	i	i	i	0	i	i	i	i	i	i	i
O=C(Cc1c[nH]c2ccccc12)Nc1ccc(N2CCOCC2)cc1	i	i	i	5	i	i	i	i	i	i	i
CC(=O)OCCCNc1cc(Sc2nc3ccccc3s2)c2nonc2c1[N+](=O)[O-]	i	i	i	91*	i	i	i	i	i	i	i
Cc1ccc(NC(=O)N/C=C/c2ccco2)c(C)c1	i	i	i	1	i	i	i	i	i	i	i
O=C(COc1ccc(CO)cc1Cl)Nc1ccc(F)cc1	i	i	-6.6*	-11	i	i	i	i	i	i	i
COc1cccc(S(=O)(=O)NCc2ccc(C(=O)Nc3cccc(Cl)c3)cc2)c1	i	i	i	10	i	i	i	i	i	i	i
COC(=O)CCC(=O)Nc1ccccc1C(=O)Nc1ccccc1	i	i	i	-1	i	i	i	i	i	i	i
COc1cc(/C=C2\N=C(c3ccccc3)OC2=O)ccc1OC(C)=O	i	i	i	0	i	i	i	i	i	i	i
COc1ccc(OC(=O)N2CCOCC2)cc1	i	i	i	0	i	i	i	i	i	i	i
S=c1[nH]nc(C2CCCCC2)n1/N=C/c1ccccn1	i	i	i	-10	i	i	i	i	i	i	i
CC(=O)c1ccc(NC(=S)N(Cc2ccccc2)C(C)C2CC2)cc1 (configuration not stated)	i	i	i	-14	i	i	i	i	i	i	i
CCOC(=O)N1CC=C2C(C#N)=C(N)C(C#N)(C#N)[C@H](c3cccs3)C2C1 (some centres not stated)	i	i	i	-5	i	i	i	i	i	i	i
COc1ccc(N(Cc2cc(=O)[nH]c3ccccc23)C(=O)c2ccco2)cc1	i	i	i	-2	i	i	i	i	i	i	i
CSc1ncccc1C(=O)OCC(=O)c1ccc(Br)s1	i	i	i	5	i	i	i	i	i	i	i
Cc1ccc(CN2CCN(Cc3ccccc3C(F)(F)F)CC2)cc1	i	i	i	-4	i	i	i	i	i	i	i
Fc1ccc(-c2cn3ccccc3n2)cc1	i	i	i	-7	i	i	i	i	i	i	i
Cc1ccc(C(=O)N2N=C(CC(C)C)CC2(O)C(F)(F)F)o1 (configuration not stated)	i	i	i	-1	i	i	i	i	i	i	i
CCOC(=O)C1CCN(S(=O)(=O)c2ccc3c(c2)CC(C)N3C(=O)C2CCC2)CC1 (configuration not stated)	25*	i	i	-1	i	i	i	i	i	i	i
COC(=O)c1ccc(N)cc1O	i	i	i	1	i	i	i	i	i	i	i
Cc1cc(C)nc(SC2CCOC2=O)n1 (configuration not stated)	i	i	i	-4	i	i	i	i	i	i	i
O=C(NC1CCCCC1)C(c1ccncc1)N(C(=O)Cn1nnc(-c2cccs2)n1)C1CCCC1 (configuration not stated)	i	i	i	x	x	i	x	x	x	x	i
C=CCN1C(=O)C(CC(=O)Nc2ccc(OC)cc2)SC1=Nc1ccc(S(N)(=O)=O)cc1 (configuration not stated)	i	i	i	2	i	i	i	i	i	i	i
O=C1CC2(CCN(C(=O)c3ccc(F)c(F)c3)CC2)Oc2ccccc21	i	i	i	-10	i	i	i	i	i	i	i
COc1ccc(N2CC(C(=O)NCCc3ccc(Cl)cc3)CC2=O)cc1 (configuration not stated)	i	i	i	-1	i	i	i	i	i	i	i
COc1ccc(N2CCCn3c2nc2c3c(=O)n(Cc3ccccc3)c(=O)n2C)c(OC)c1	i	i	i	-2	i	i	i	i	i	i	i
Cc1ccc(C)c(N2CCN(C(=O)c3ccc(NC4=NC5CS(=O)(=O)CC5S4)cc3)CC2)c1 (configuration not stated)	i	i	i	1	i	i	i	i	i	i	i
O=C(O)Cc1sc(Nc2ccc(Cl)cc2)nc1-c1cccs1	x	x	x	6	i	i	i	i	i	i	x
O=C1NCCn2ccc(=O)cc21	i	i	i	-7	i	i	i	i	i	i	i
COc1ccccc1N1CCN(S(=O)(=O)CC23CCC(CC2=O)C3(C)C)CC1 (configuration not stated)	i	i	i	-4	i	i	i	i	i	i	i
CCCC(c1nnnn1Cc1ccccc1)N1CCC(C(N)=O)CC1 (configuration not stated)	i	i	i	x	i	i	i	i	i	i	i
COc1ccccc1-c1nnc(SCC(=O)O)n1C	i	i	i	-6	i	x	i	i	i	i	i
Cc1cc(C)nc(Nc2cccc(Cl)c2)n1	i	i	i	2	i	i	i	i	i	i	i
C/C(=N\NC(=O)CNc1cccc2ccccc12)c1ccccc1	i	i	i	1	i	i	i	i	i	i	i
O=C(c1ccsc1)N1CCCC(Nc2ccc(F)c(F)c2)C1 (configuration not stated)	i	i	i	-9	i	i	i	i	i	i	i
CC(NC(=O)C1CCC1)c1ccc(Br)cc1 (configuration not stated)	i	i	i	-3	i	i	i	i	i	i	i
COc1cc(OC)cc(C(=O)NCCc2ccc(OC)c(OC)c2)c1	i	i	i	2	i	i	i	i	i	i	i
CCOC(=O)c1cnc(-c2ccccc2O)nc1Cl	i	i	i	6	i	i	i	i	i	i	i
CCn1cc(C(=O)O)c(=O)c2cc(S(=O)(=O)N(C)C)ccc21	i	i	i	0	i	i	i	i	i	i	i
O=C(CCSCCC(=O)N1CCCC1)N1CCCC1	i	i	i	-2	i	i	i	i	i	i	i
CCOC(=O)c1c(NC(=O)/C=C/C(=O)O)sc(C)c1-c1ccc(C)c(C)c1	i	i	i	14	i	i	i	i	i	i	i
CN1CCN(C(=O)c2cc(Cl)cc(Cl)c2NC(=O)c2ccco2)CC1	i	i	i	-1	i	i	i	i	i	i	i
COCCN(CCOC)C(=S)Nc1ccccc1Cl	i	i	i	-5	i	i	i	i	i	i	i
Cc1nc2c(C)cccc2c(SC(=N)N)c1CC=C(Cl)Cl	i	i	i	1	i	i	i	i	i	i	i
Cc1cccc(NC(=O)C2CCCN(C(=O)Nc3ccc(F)cc3)C2)c1 (configuration not stated)	i	i	i	-1	i	i	i	i	i	i	i
CC(O)CNc1nc2c(c(=O)n(Cc3ccc(Cl)cc3)c(=O)n2C)n1C (configuration not stated)	i	i	i	7	i	i	i	i	i	i	i
O=C(COc1ccc2c3c(c(=O)oc2c1)CCCC3)NCCCN1CCCC1=O	i	i	i	-1	i	i	i	i	i	i	i
O=S(=O)(CCOc1ccccc1)c1nc2ccccc2[nH]1	i	i	i	-8	i	i	i	i	i	i	i
CCc1nnc(NC(=O)COc2ccc(N(C)S(=O)(=O)c3ccc(C)cc3)cc2)s1	x	x	x	2	i	i	i	i	i	i	x

The listing continues:
SMILES	TMEM16A inh	MrgX1 agonist	MrgX1 antagonist	SKKanGAS inh	TRPC6 inh	TMEM16A act	TRPC4 inh	TRPC4 PAM	TRPC4 agonist	TRPC6 act	MrgX1 PAM
COc1ccc(/C=C2\SC(=O)N(CC(=O)NN3CCN(C)CC3)C2=O)cc1OC	i	i	i	8	i	i	i	i	i	i	i
O=C(COc1ccccc1)NNc1nc2c(F)cccc2s1	i	i	i	-4	i	i	i	i	i	i	i
C=CCc1c(C)nc(N2CCSCC2)[nH]c1=O	i	i	i	-4	i	i	i	i	i	i	i
CC1CCCN(Cc2c(O)ccc3c(=O)c(-c4nc5ccccc5s4)c(N)oc23)C1 (configuration not stated)	i	i	i	34	-5.8*	i	i	i	i	i	i
CNC(=O)c1nnc(Cc2ccc(Cl)cc2)o1	i	i	i	-1	i	i	i	i	i	i	i
COCC(=O)Nc1ccc(OCc2ccccc2)cc1	i	i	i	7	i	i	i	i	i	i	i
